Salmonella PhoP GFP: PhoP regulon inhibitors, Salmonella typhi PhoP promoter GFP reporter, confirmatory (AID 1850); Salmonella Typhi PhoP-promoter GFP reporter, fluorescence, 4 h; higher % means a stronger effect; inhibition, % at 50 µM, or IC50 in µM where a hit was titrated; actives 0.33% (n = 310,000); in the data active = a potency from the dose series; inconclusive = inhibition mostly from about 25% at the one dose, without a potency; inactive = the rest, 99 in 100 with inhibition below about 19%;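 note: 0% = induced wells with vehicle and 100% = uninduced wells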
inhibitors of VEEV: inhibitors of VEEV TC-83 cytopathic effect, confirmation, Vero cells (AID 588727); Vero cells, VEEV TC-83 cytopathic effect inhibition; higher % means a stronger effect; actives 0.13% (n = 350,000); one-dose inhibition, % at 20 µM; IC50 in µM for titrated hits; in the data active = a potency from the dose series; inconclusive = inhibition mostly from about 14% at the one dose, without a potency; inactive = the rest, 99 in 100 with inhibition below about 12%; note: strong numbers were not always called active
tuberculosis growth: growth inhibition of non-replicating M. tuberculosis (AID 488890). actives 0.39% (n = 320,000). inhibition, % at 25 µM, or IC50 in µM where a hit was titrated. Mycobacterium tuberculosis non-replicating, growth inhibition; higher % means a stronger effect; in the data active = a potency from the dose series; inconclusive = inhibition mostly from about 82% at the one dose, without a potency; inactive = the rest, 99 in 100 with inhibition below about 76%;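 note: plate controls were DMSO cells for no effect and high antibiotic wells for full effect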
H37Rv inhibition: M. tuberculosis growth inhibition, HTS (AID 449762); M. tuberculosis H37Rv growth inhibition, 7H9 media; higher % means a stronger effect; inhibition, % at 25 µM, or IC50 in µM where a hit was titrated; actives 0.59% (n = 330,000); in the data active = a potency from the dose series; inconclusive = inhibition above about 70% without an active follow-up result;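 note: bacterial growth assessed after seven days of incubation; strong numbers were not always called active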
H1N1 NS1A inhibition: H1N1 influenza NS1A inhibitors, functional cell based assay (AID 504329). NS1A functional cell-based assay, percent inhibition; higher % means a stronger effect. actives 0.3% (n = 340,000). inhibition, % at 12.5 µM, or IC50 in µM where a hit was titrated; in the data active = a potency from the dose series; inconclusive = inhibition above about 27% without an active follow-up result; note: strong numbers were not always called active
inhibitors of VEEV 10K pilot screen: second read-out of inhibitors of VEEV, no call of its own (marks repeat the call); inhibition, %; measured here: 10K pilot screen inhibition
* hit, by the source's call; i = inactive; ? = inconclusive; . = no result given. No enrichment for hits. About 1.5% of those tested had a hit in this group.

SMILES	Salmonella PhoP GFP	inhibitors of VEEV	tuberculosis growth	H37Rv inhibition	H1N1 NS1A inhibition	others
CCN(Cc1cc2cc(C)ccc2[nH]c1=O)S(=O)(=O)c1ccccc1	-11%	1.9%	6%	-4%	2%	inhibitors of VEEV 10K pilot screen=2.1
Cn1c(-c2ccc[nH]c2=O)nc2cc(Cl)ccc21	-3%	5.6%	-16%	2%	-9%
Cc1cc(CNC(=O)C2CCC(=O)N(CCc3cccc(F)c3)C2)nn1C (centres undefined)	1%	i	-10%	-1%	-8%
O=C1CC(N2CCSCC2)C(=O)N1c1ccc(Br)cc1 (centres undefined)	10%	1.9%	23%	-1%	2%
CC(C)(C)C(=O)Nc1ccc(NC(=O)C(C)(C)C)cc1	7%	0.3%	-16%	-12%	-2%
Cn1cc(/C=N/NC(N)=S)c2ccccc21	-2%	1.1%	60%	?	-12%
Cn1c(CCN2CCCCC2)nc2cc(NC(=O)NC3CCCCC3)ccc21	1%	i	15%	-7%	-6%
COc1ccc(OC)c(S(=O)(=O)Nc2ccc(OCC(=O)O)cc2)c1	-6%	i	-13%	-11%	-3%
CC(C)c1ccccc1NC(=O)CNC(C)c1ccc(F)cc1 (centres undefined)	4%	1.8%	8%	-4%	.
N=c1c(C(=O)NCc2ccccc2)cc2c(=O)n3ccccc3nc2n1CCCN1CCOCC1	0%	0.9%	-20%	1%	9%
Cc1cc(/C=C2\C(=O)NC(=O)N(c3cccc(Br)c3)C2=O)c(C)n1C	-6%	0.4%	-1%	-8%	-5%
Cc1ccc(S(=O)(=O)NCc2ccccc2)cc1C(=O)N(C)Cc1ccc(F)cc1	-5%	5.8%	54%	-14%	6%
C=CCn1cc(Cl)c(=O)n(CC=C)c1=O	0%	1.7%	7%	10%	3%
Nc1cc(=O)[nH]c(SCC(=O)Nc2cccc(Cl)c2)n1	1%	6.4%	-3%	-2%	-12%
O=C(CCN1C(=O)/C(=C/c2ccccc2)SC1=S)NCCCN1CCOCC1	-17%	0.3%	-12%	-9%	12%

The last 3 compounds of the section before come first, to join the parts.
SMILES	Salmonella PhoP GFP	inhibitors of VEEV	tuberculosis growth	H37Rv inhibition	H1N1 NS1A inhibition	others
C=CCn1cc(Cl)c(=O)n(CC=C)c1=O	0%	1.7%	7%	10%	3%
Nc1cc(=O)[nH]c(SCC(=O)Nc2cccc(Cl)c2)n1	1%	6.4%	-3%	-2%	-12%
O=C(CCN1C(=O)/C(=C/c2ccccc2)SC1=S)NCCCN1CCOCC1	-17%	0.3%	-12%	-9%	12%
CCC(=O)Nc1cc(C)c(NC(=O)CCc2ccccc2)cn1	-3%	1.0%	13%	-3%	8%
COC(=O)C1=C(c2c(C)noc2C)C[C@@H]2CC[C@H]1N2C(=O)NCCO	.	0.9%	-4%	-5%	-3%
Cc1ccc(NC(=S)NNc2ncc(C(F)(F)F)cc2Cl)c(C)c1	-8%	3.1%	-9%	-2%	10%	inhibitors of VEEV 10K pilot screen=0.3
COC(=O)c1cc(S(=O)(=O)N2CCN(c3cccc(C)c3C)CC2)c[nH]1	0%	0.9%	9%	-9%	10%	inhibitors of VEEV 10K pilot screen=3.3
Cc1cc(NC(=O)CS(=O)(=O)c2cn(Cc3cccc(F)c3)c3ccccc23)no1	-7%	5.8%	42%	3%	9%
CCC(SCC(=O)OC)C(=O)Nc1nnc(C(C)C)s1 (centres undefined)	7%	0.3%	-7%	-5%	3%
Cc1c(OCC(=O)NC(Cc2ccc(Cl)cc2)C(=O)O)ccc2c(-c3ccccc3)cc(=O)oc12 (centres undefined)	1%	0.4%	22%	-6%	-4%
CCCN(CC(=O)Nc1ccccc1OC)C(=O)CN1C(=O)NC2(CCCCC2)C1=O	.	0.9%	23%	-5%	0%
CC(C)Oc1ccc(N2CC(C(=O)Nc3ccc4c(c3)OCO4)CC2=O)cc1 (centres undefined)	7%	0.4%	9%	9%	5%
COc1ccc(Cl)cc1N1C(=NC(=O)C2CCCCC2)SC2CS(=O)(=O)CC21 (centres undefined)	1%	4.1%	19%	9%	-1%
O=C(CSCc1nc2ccccc2[nH]1)N1CCN(c2cccc(Cl)c2)CC1	-1%	2.9%	32%	0%	-4%
Cc1nn(-c2ccccc2)c(C)c1/C=N/NC(=O)c1ccc(F)cc1	-2%	12%	8%	10%	-4%
COc1ccc(C)cc1S(=O)(=O)NCC(c1ccco1)N1CCc2ccccc2C1 (centres undefined)	8%	4.2%	12%	2%	-2%
FC(F)(F)c1cccc(NC(=S)Nc2cccc(NC(=S)Nc3cccc(C(F)(F)F)c3)n2)c1	-3%	3.0%	48%	?	-21%
CCC1(C)Cc2c(sc3nnn(CC(=O)Nc4ccccc4C)c(=O)c23)CO1 (centres undefined)	-10%	i	-3%	-2%	8%
COc1ccc(C)cc1-n1[nH]nnc1=S	-7%	0.6%	-4%	-6%	10%
Cc1cc(N2CCCCCC2)nc2ccc(F)cc12	-1%	i	20%	12%	-33%
Cc1ccc(-c2cc(C(=O)Nc3cccnc3)c3ccccc3n2)o1	-3%	9.0%	17%	3%	6%
COc1cccc2cc(/C(=N/O)c3ccc(Br)cc3)oc12	6%	0.9%	26%	3%	5%
O=C(Nc1cccc(O)c1)c1cccc(S(=O)(=O)N2CCCC2)c1	7%	3.5%	0%	-9%	-8%
Cc1ccccc1-c1nc(CS(=O)(=O)CC(=O)NCCN2CCCC2)c(C)o1	-11%	0.1%	-1%	-4%	-2%
CCN(CC)CC(O)c1ccc(C2CCCC2)cc1 (centres undefined)	-2%	1.8%	4%	4%	0%
COc1cccc(CNC(=O)CCC2CCCN(C(=O)c3cc4ccccc4o3)C2)c1 (centres undefined)	3%	8.1%	28%	1%	-7%
COCCCNC(=O)C1c2ccccc2Oc2ccccc21	2%	0.4%	6%	-6%	3%
CCOC(=O)c1c(C)[nH]c(C(=O)CN2C(=O)NC(C)(c3ccc4ccccc4c3)C2=O)c1C (centres undefined)	28%	i	17%	?	3%
Cc1cc(C(=O)Nc2cccc(O)c2)co1	0%	3.1%	-5%	-1%	4%
COc1cc(/C=N/NC(=O)CC2C(=O)NN=C2C)ccc1O (centres undefined)	15%	0.3%	-5%	-7%	-12%
O=C1CCCC2=C1C(c1ccsc1)CC(=O)N2c1ccccc1 (centres undefined)	7%	1.5%	9%	3%	-4%
Cc1ccc(C(=O)Nc2cccc3ncccc23)cc1[N+](=O)[O-]	0%	1.7%	4%	-6%	-11%
COc1ccccc1NC(=O)c1sc2nc(-c3ccco3)ccc2c1N	-4%	6.4%	27%	2%	-10%
CCOC(=O)C1CCN(C(=O)c2ccc3c(c2)C(=O)N(c2ccccc2C)C3=O)CC1	6%	0.8%	-9%	-1%	-7%
CC(C)COC(=O)C1C2C=CC3(CN(C4CCCC4)C(=O)C13)O2 (centres undefined)	-6%	0.4%	-34%	-1%	1%
O=C(Nc1ccc([N+](=O)[O-])cc1)C1CC1(c1ccccc1)c1ccccc1 (centres undefined)	-10%	1.2%	-11%	-1%	0%
CN1C(=O)CCC2(C)C1=CCC1C2CCC2(C)C1CCC2(C)O (centres undefined)	.	i	.	.	6%
COc1cccc(S(=O)(=O)NCc2ccc3c(c2)OCO3)c1	4%	i	13%	-4%	10%
Cn1cnnc1SCC(=O)Nc1ccc(S(N)(=O)=O)cc1	-7%	0.8%	14%	0%	-4%
COc1cc(OC)c(/C=N/NC(=O)c2ccc(NC(C)=O)cc2)cc1Br	.	1.0%	.	.	6%
Cc1[nH]c2ccccc2c1C(=O)CSc1nc2ccccc2c(=O)n1CCCN1CCOCC1	-17%	7.4%	61%	6%	-32%
COc1ccc2c(c1)C=C(CN1CCN(Cc3ccccc3C)C(CCO)C1)CO2 (centres undefined)	-4%	1.5%	12%	9%	3%
O=C(Cc1cccs1)Nn1c(Cc2cccs2)nc2ccccc2c1=O	-14%	i	11%	-7%	-9%
CC(Sc1nnc(C(F)(F)F)n1C)C(=O)Nc1ccc(N2CCOCC2)cc1 (centres undefined)	.	1.2%	-7%	5%	-15%
COc1cc(/C=N/NC(=O)c2ccccc2Cl)ccc1Oc1ccc([N+](=O)[O-])cn1	8%	0.3%	34%	7%	10%
c1ccc(CC2CCN(Cc3nc(-c4ccccc4)no3)CC2)cc1	-1%	0.5%	48%	-3%	2%
ClC(Cl)c1nnc(-c2ccccc2)c(-c2c[nH]c3ccccc23)n1	-9%	1.2%	?	?	-3%
NCC(=O)CCC(=O)O	-6%	0.9%	6%	8%	-5%
COc1ccc(CN2CCN(C)CC2)cc1OCc1ccccc1	0%	i	-9%	2%	0%	inhibitors of VEEV 10K pilot screen=0.2
Cc1cccc(OCc2nc3c4c(ncn3n2)-c2ccccc2CC42CCCC2)c1	-1%	i	-12%	22%	-5%
O=C(CSCc1ccccc1Cl)NCCSc1ccccn1	-4%	3.6%	26%	-3%	-5%
O=c1[nH]c(-c2ccccc2)c(-c2ccccc2)o1	-17%	i	31%	5%	18%
CC1Cc2ccccc2N1CC(=O)Nc1ccc(S(N)(=O)=O)cc1 (centres undefined)	-8%	0.7%	33%	1%	-16%
COc1cc(OC)cc(C(=O)N[C@H](C(=O)OCC(=O)Nc2cccnc2Cl)C(C)C)c1	.	i	-4%	-6%	-6%
Cc1ccc(S(=O)(=O)Nc2ccc3c(c2)C(=O)N([C@H](C)CO)C[C@@H](C)[C@@H](CN(C)C(=O)Nc2cccc4ccccc24)O3)cc1	.	1.4%	42%	6%	17%
O=C(O)CC1C(=O)OCN1C(=O)OCc1ccccc1 (centres undefined)	5%	i	1%	-2%	6%
Cc1ccc(CN2C(=O)CSC(C)C2=O)cc1 (centres undefined)	0%	0.3%	-6%	3%	-4%
COc1ccccc1N(C)S(=O)(=O)c1ccc(C(=O)OCC(=O)NCc2cccs2)cc1	6%	0.4%	19%	-8%	-8%
COc1ccc(Oc2cccc(Cl)c2CNC(=O)CCCC(=O)O)cc1	-6%	2.6%	12%	4%	.
CC(=O)C1C2c3ccccc3O[C@@]1(C)N=c1s/c(=C/c3ccoc3)c(=O)n12 (some centres undefined)	-6%	6.0%	8%	6%	12%
CCCn1cc(SCC(=O)NCc2ccco2)c2ccccc21	-11%	3.7%	17%	6%	-7%
Cc1ccc(SCC(=O)OCC(=O)N(C)CC(=O)Nc2ccc(F)cc2)cc1	-12%	i	49%	4%	8%
CCCn1c(N)c(C(=O)CSc2nnc(C3CC3)n2C2CC2)c(=O)[nH]c1=O	.	0.1%	5%	3%	1%

(cont.)
SMILES	Salmonella PhoP GFP	inhibitors of VEEV	tuberculosis growth	H37Rv inhibition	H1N1 NS1A inhibition	others
COc1cccc(NC(=O)CSc2ncc(S(=O)(=O)c3ccccc3)c(=O)[nH]2)c1	9%	0.1%	9%	-7%	-13%
CN(C)/C=C1/C(=O)Nc2ccccc21	3%	4.5%	-1%	-10%	8%
CC(C)CCN1CCC(N)=NC1=O	.	1.2%	.	.	1%
O=S(=O)(NCc1ccccc1)c1ccc(Br)s1	-7%	0.0%	65%	10%	-3%
CN(C)NC(=O)c1ccsc1NC(=O)c1ccc(S(=O)(=O)N2CCCC2)cc1	-4%	?	29%	-6%	8%
CN(CC(=O)O)S(=O)(=O)/C=C/c1ccccc1	9%	0.8%	-13%	-4%	3%
N#CC1=C(S)N(c2ccccc2)C(c2ccco2)NC1=O (centres undefined)	1%	0.5%	5%	-13%	-5%
S=c1[nH]nc(Nc2cccc(Cl)c2)s1	1%	1.6%	-36%	-4%	5%
COc1ccc(-c2cc(C(=O)Nc3ccc(C)cc3)no2)cc1	2%	1.8%	28%	0%	-7%
COc1ccc(S(=O)(=O)N2CCCC2)c2ccccc12	15%	2.2%	-9%	-6%	-1%
Cc1cc2nc(N3CCN(C(=O)c4cccs4)CC3)sc2cc1C	0%	2.4%	-5%	-4%	-14%
CCCOc1ccc(/C=N\NC(=O)CCc2n[nH]c(=O)[nH]c2=O)cc1OC	-3%	i	32%	6%	6%

As a short view, part of the list above:
SMILES	Salmonella PhoP GFP	inhibitors of VEEV	tuberculosis growth	H37Rv inhibition	H1N1 NS1A inhibition	others
CN(C)/C=C1/C(=O)Nc2ccccc21	3%	4.5%	-1%	-10%	8%
CC(C)CCN1CCC(N)=NC1=O	.	1.2%	.	.	1%
O=S(=O)(NCc1ccccc1)c1ccc(Br)s1	-7%	0.0%	65%	10%	-3%
CN(C)NC(=O)c1ccsc1NC(=O)c1ccc(S(=O)(=O)N2CCCC2)cc1	-4%	?	29%	-6%	8%
CN(CC(=O)O)S(=O)(=O)/C=C/c1ccccc1	9%	0.8%	-13%	-4%	3%
